CSN deneddyl inh: inhibitors of human CSN-mediated cullin deneddylation. 360,000 tested, 0.38% active. AID 651999. inhibition, % at 12.5 µM. Purified CSN, SCF-Nedd8-OG deneddylation, fluorescence polarization;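 active means pattern-corrected inhibition above about 35%, with an unprinted fluorescence ratio check between 0.5 and 1.5, limit read from the data, passing the limit was not always enough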;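 further: 0% = enzyme with substrate and 100% = substrate without enzyme; some results filed as inactive read as strong as hits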
Target sequence (Q92905 whole entry, looked up, one chain of several): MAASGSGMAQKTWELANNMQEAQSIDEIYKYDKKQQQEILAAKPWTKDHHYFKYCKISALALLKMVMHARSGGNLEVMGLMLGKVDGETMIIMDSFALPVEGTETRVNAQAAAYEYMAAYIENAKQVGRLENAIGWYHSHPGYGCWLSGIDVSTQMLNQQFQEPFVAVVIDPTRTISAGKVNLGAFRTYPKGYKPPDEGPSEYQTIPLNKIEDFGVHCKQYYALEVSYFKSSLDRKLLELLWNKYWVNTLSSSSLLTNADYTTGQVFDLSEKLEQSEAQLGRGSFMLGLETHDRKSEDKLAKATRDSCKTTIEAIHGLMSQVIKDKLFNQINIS
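Assay system: HEK293T-derived human Csn5 enzyme; quantity: 0.24 nM enzyme; medium: Tris/NaCl/DTT buffer, pH 7.5; also added: substrate SCFSkp2-Nedd8OG, 10 nM; doses: 12.5 µM compound; schedule: 90 min reaction at room temperature; signal: FP; read-out: % inhibition of substrate cleavage by Csn5; benchmarks: substrate-only high control, full reaction low control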
SUMO1 PPI mod: alters human SUMO1 binding to SIM partners. SUMO1 binding to a labelled peptide, TR-FRET, 1 h. P63165. 360,000 tested, 0.33% active. inhibition, % at 20 µM; in the data active means inhibition above about 37%
Target sequence (P63165 whole entry, looked up): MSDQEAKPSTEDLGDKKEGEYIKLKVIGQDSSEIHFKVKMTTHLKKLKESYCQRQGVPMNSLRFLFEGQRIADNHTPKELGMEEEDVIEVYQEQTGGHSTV
STEP block: inhibitors of human striatal-enriched phosphatase STEP. P54829. recombinant STEP, OMFP fluorogenic substrate, fluorescence. inhibition, % at 20 µM. 360,000 tested, 0.25% active. AID 588621;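 active means inhibition at 20 µM, scaled per plate between control wells, above about 37%, limit read from the data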;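 further: 0% = DMSO with enzyme and substrate and 100% = substrate only without enzyme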
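Assay system: isolated STEP enzyme / Timing: 20 min at room temperature, dark / Doses: 20 µM, 1% DMSO / Technique: fluorescence intensity, excitation 480 nm, emission 540 nm / Reagent: fluorogenic phosphatase substrate OMFP at 25 µM final / Measure: percent inhibition scaled to no-enzyme and uninhibited-enzyme controls, plate-pattern corrected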
MsrA inhibitor: bovine MsrA inhibition; purified bovine MsrA, absorbance read-out; inhibition, % at 15.5 µM; 360,000 tested, 0.75% active; AID 651718; in the data active means inhibition above about 4.5%;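 further: 0% = vehicle wells with enzyme and 100% = reference inhibitor wells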
LMPTP inh: LMPTP (human) inhibition. P24666. recombinant LMPTP-A, OMFP fluorogenic substrate, fluorescence intensity. inhibition, % at 20 µM. 360,000 tested, 0.22% active;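 active means compounds that cut the enzyme signal by at least half of the control window in the single-dose screen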;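 further: plate controls were DMSO wells with enzyme plus substrate for no effect and substrate without enzyme for full effect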
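Material: LMPTP-A; amount: 0.625 nM enzyme; doses: single 20 µM dose; times: reaction 50 min, room temperature, dark; technique: fluorescence intensity of OMFP turnover product; benchmarks: no-enzyme and uninhibited controls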
NadD block: blocks S. aureus nicotinate mononucleotide adenylyltransferase; inhibition, % at 20 µM; purified NadD enzyme, colorimetric absorbance read-out; 360,000 tested, 0.78% active; AID 602399; in the data active means inhibition above about 26%; further: some compounds past the cut are filed as inactive
Tb MetRS inh: Trypanosoma brucei MetRS inhibition | purified T. brucei MetRS, ATP depletion, Kinase-Glo luminescence | inhibition, % at 11.9 µM | 360,000 tested, 0.4% active;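 active means inhibition above a per-plate cutoff of the control wells' mean inhibition plus 3 SD, cut at about 5.5% in these data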;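 further: 0% = DMSO wells median and 100% = median of wells with control inhibitor compound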
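technique = Kinase-Glo luminescence, ATP depletion format | system = purified MetRS (methionyl-tRNA synthetase) enzyme from Trypanosoma brucei | timing = 15 min preincubation, 2 h reaction, all 25 °C | evaluation = percent inhibition versus plate control medians | dosing = single dose, 11.9 µM final nominal, 0.9% final DMSO | also added = substrates ATP, L-methionine and bulk Escherichia coli tRNA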
DNMT1 inh: blocks human DNA methyltransferase DNMT1; DNMT1 molecular beacon, Hinp1I cleavage, fluorescence; inhibition (reported as % activation of signal), % at 10 µM; 360,000 tested, 0.83% active; in the data active means inhibition above about 50%
Rpn11 inh: inhibitors of human proteasome Rpn11. calls only at 20 µM. AID 588493. human 26S proteasome, Ub4-pepOG fluorescence polarization; 20S core pre-blocked with epoxomicin. 360,000 tested, 0.59% active. O00487;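 active means inhibition at 20 µM, scaled to each plate's controls, above about 33%, limit read from the data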
Target sequence (O00487 whole entry, looked up): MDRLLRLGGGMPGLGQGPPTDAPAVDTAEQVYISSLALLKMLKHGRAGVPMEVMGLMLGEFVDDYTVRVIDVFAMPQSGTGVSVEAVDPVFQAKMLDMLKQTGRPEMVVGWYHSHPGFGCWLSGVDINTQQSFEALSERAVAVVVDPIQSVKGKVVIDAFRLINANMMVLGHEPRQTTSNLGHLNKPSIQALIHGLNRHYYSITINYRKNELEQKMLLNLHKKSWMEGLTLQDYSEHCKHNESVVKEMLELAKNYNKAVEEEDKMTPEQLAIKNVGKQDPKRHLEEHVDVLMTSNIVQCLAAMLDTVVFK
Scp1 inh: inhibitors of human Scp-1 phosphatase. Q9GZU7. Recombinant Scp1, phosphopeptide, malachite green phosphate absorbance. inhibition, % at 20 µM. 340,000 tested, 0.88% active;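 active means inhibition above about 50% at 20 µM, limit read from the data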;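 further: plate controls were DMSO wells with enzyme for no effect and wells lacking enzyme for full effect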
Target sequence (Q9GZU7 76-261 limits assumed): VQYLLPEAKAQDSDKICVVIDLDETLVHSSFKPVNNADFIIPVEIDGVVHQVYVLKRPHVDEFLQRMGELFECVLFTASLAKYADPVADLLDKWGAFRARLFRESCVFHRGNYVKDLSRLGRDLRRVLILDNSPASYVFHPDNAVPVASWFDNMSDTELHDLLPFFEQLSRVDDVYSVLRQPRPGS
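assay system = SCP-1 phosphatase catalytic domain, residues 76-261 | buffer or medium = 50 mM Tris acetate pH 5.5, 0.005% Tween-20, 10 mM MgCl2 | incubation = enzyme reaction 45 min at room temperature, colour 5 min, stabilisation 30 min | signal = Phosphate-binding colour reagent, absorbance read at 630 nm | measure = % inhibition at 20 µM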
* marks the source's active call; other numbers are inactive results; i = inactive; . = no result given; + = active, no number.

No.	DNMT1 inh	Tb MetRS inh	Scp1 inh	Rpn11 inh	SUMO1 PPI mod	STEP block	CSN deneddyl inh	LMPTP inh	MsrA inhibitor	compound	NadD block
1	2	-0.7	5	i	-2	0	-1	-0.9	0.9	O=C(c1cccs1)N1CCN=C1SCc1ccccc1	-1
2	0	0.6	.	i	3	-1	3	-0.1	-0.8	O=C(NCCc1ccccc1)C1Cc2c(-c3ccc4c(c3)OCO4)ccnc2O1 (centres undefined)	-2
3	3	-0.8	-12	i	-4	10	-7	-0.8	0.8	OCCC1CN(Cc2cccc3nccnc23)CCN1C1CCCC1 (centres undefined)	-1
4	4	0.2	-3	i	-16	-1	0	0.5	0.5	CC(=O)Nc1ccc(S(=O)(=O)N(C)CC(=O)N/N=C/c2cccs2)cc1	8
5	1	-1.0	-2	i	-1	0	1	-0.3	-0.9	CN(C)S(=O)(=O)c1cccc(NC(=O)CNC2CCCCC2)c1	-5
6	3	1.3	-2	i	1	2	2	0.3	0.1	O=C(COc1ccc(F)cc1)N(CC1=CCS(=O)(=O)C1)c1ccccc1	-2
7	9	-1.0	6	i	2	-3	2	-2.5	0.9	Cc1cnc(NC(=O)[C@H](C)N2C(=O)C3CCCCC3C2=O)s1 (some centres undefined)	1
8	-3	0.1	-7	i	2	1	5	-1.0	0.4	COc1ccc(C(=O)NCC(=O)Nc2cccc(S(=O)(=O)N3CCCC3)c2)cc1	0
9	-4	0.6	43	i	4	-1	2	1.8	0.2	CCOC(=O)/C=C1\NC2(CCCCC2)Cc2cc(OC)c(OC)cc21	1
10	1	-0.3	-7	i	2	0	3	-2.5	0.2	O=C(NCc1cccs1)[C@@H]1CCCN1S(=O)(=O)c1ccccc1F	-1
11	-3	-0.2	-5	i	-20	0	2	1.5	1.3	CN=C1S/C(=C\c2c(OC)cc(OC)cc2OC)C(=O)N1C	0
12	5	-1.6	-7	i	0	-1	-7	-0.8	0.8	CC(C)(C)CC(C)(C)NCC(O)COc1c(F)cc(Br)cc1F (centres undefined)	-16
13	2	0.1	-8	i	1	3	1	-0.1	-0.8	CN(C1CCCCC1)S(=O)(=O)c1ccc(SCC(=O)NC(C)(C)C)nc1	0
14	0	0.0	4	i	1	-2	4	-0.7	0.6	Cc1cccc(NC(=O)Cn2cnc3sc(C)c(S(=O)(=O)N4CCC(C)CC4)c3c2=O)n1	-2
15	-13	-0.1	.	i	3	-2	-7	2.1	1.4	Cc1c(C(=O)NCc2ccc(C(C)C)cc2)sc(=O)n1Cc1ccc(S(=O)(=O)N(C)C)cc1	0
16	59*	0.9	31	i	1	2	5	2.9	1.5	O=C(Cc1nnc(NC(=O)c2ccccc2)s1)N/N=C\c1ccc(O)c(O)c1	11
17	1	2.3	-1	i	5	1	2	-1.1	0.2	COc1ccc(C=O)cc1OS(=O)(=O)c1ccc(NC(C)=O)cc1	1
18	5	-0.4	.	i	5	-1	4	1.5	0.2	CCC(=O)Nc1ccc(C(=O)NNC(=O)CCCCC(=O)NNC(=O)c2ccc(NC(=O)CC)cc2)cc1	3
19	1	-0.6	-4	i	2	2	6	0.5	-1.0	c1ccc(Nc2c3c(nc4ncnn24)CCC3)cc1	3
20	6	-0.2	-4	i	3	1	1	-0.5	0.6	C[C@H](NC(=O)c1ccc(C(C)(C)C)cc1)C(=O)N1CCOCC1	0
21	6	0.6	.	i	3	-1	-4	-1.5	0.4	CCN(CC)C(=O)C1=C(C)N(Cc2ccc(C(C)(C)C)cc2)C(=O)C(CC(=O)NC2CCCC2)C1 (centres undefined)	-1
22	-2	-1.0	-4	i	-1	-6	-5	0.7	0.8	Cc1cc(C)cc(NC(=O)CCC(=O)Nc2nnc(C(C)C)s2)c1	-4
23	+	-0.4	-4	.	-98	-361	-101	22	-1.0	N#CC(C#N)=C1C=C2C=C(N3CCOCC3)CCC2CC1 (centres undefined)	6
24	-3	0.4	-5	i	-25	-3	-6	-0.8	0.6	O=C(CCNS(=O)(=O)c1cccc2nsnc12)NCCc1ccccc1	-4
25	0	0.6	-3	i	0	-1	3	-0.3	0.9	CN(C)CCCN(C(=O)c1ccco1)c1nc2c(F)cc(F)cc2s1	-3
26	5	-0.4	-8	i	1	1	-2	2.9	0.3	O=C(CSC(=S)N1CCCC1)Nc1ccc(Br)cc1Cl	5
27	1	-0.1	.	i	1	0	-6	0.1	2.4	O=C(O)c1cccc(-c2csc(C(O)(c3ccccc3)C(F)(F)F)n2)c1 (centres undefined)	2
28	3	-1.0	-4	i	5	-4	4	-0.2	-0.1	COc1ncccc1C(=O)N1CCCC(C(=O)c2cc(F)ccc2F)C1 (centres undefined)	9
29	-12	-0.7	1	i	5	-1	1	0.8	-1.4	Cc1c(Cl)cccc1Nc1nc(N)nc(CN2CCCCCC2)n1	15
30	-3	-1.3	-8	i	-2	0	-5	3.3	3.8	N#Cc1ccccc1Sc1ccccc1C(=O)OCC(=O)NC12CC3CC(CC(C3)C1)C2	0

Some of these compounds in order of their number in Scp1 inh, falling.
No. | Structure | DNMT1 inh | Tb MetRS inh | Scp1 inh | Rpn11 inh | SUMO1 PPI mod | STEP block | CSN deneddyl inh | LMPTP inh | MsrA inhibitor | NadD block
5 | CN(C)S(=O)(=O)c1cccc(NC(=O)CNC2CCCCC2)c1 | 1 | -1.0 | -2 | i | -1 | 0 | 1 | -0.3 | -0.9 | -5
23 | N#CC(C#N)=C1C=C2C=C(N3CCOCC3)CCC2CC1 (centres undefined) | + | -0.4 | -4 | . | -98 | -361 | -101 | 22 | -1.0 | 6
12 | CC(C)(C)CC(C)(C)NCC(O)COc1c(F)cc(Br)cc1F (centres undefined) | 5 | -1.6 | -7 | i | 0 | -1 | -7 | -0.8 | 0.8 | -16
13 | CN(C1CCCCC1)S(=O)(=O)c1ccc(SCC(=O)NC(C)(C)C)nc1 | 2 | 0.1 | -8 | i | 1 | 3 | 1 | -0.1 | -0.8 | 0

Going on with the list.
No.	DNMT1 inh	Tb MetRS inh	Scp1 inh	Rpn11 inh	SUMO1 PPI mod	STEP block	CSN deneddyl inh	LMPTP inh	MsrA inhibitor	compound	NadD block
31	-2	0.8	-5	i	-17	0	1	5.0	-0.7	C=Cn1cc[n+](CC(=O)c2ccc(-c3ccccc3)cc2)c1	-5
32	4	0.1	-2	i	-3	1	0	-1.0	-1.2	CC(SC1CCCC1)C(=O)NC(C)(C#N)C(C)C (centres undefined)	0
33	-9	6.7*	1	i	0	3	0	3.8	-0.7	C=CCc1cccc(CNc2nc3ccccc3n2C(C)C)c1O	-8
34	4	-0.1	-2	i	4	8	0	-0.9	-0.9	CCCn1c(CCl)nc2cc(S(=O)(=O)N3CCOCC3)ccc21	0
35	-1	-0.7	-17	i	-16	4	1	0.2	2.4	O=C1C(=O)N(c2ccccc2)C(c2ccccc2[N+](=O)[O-])/C1=C(\O)c1ccccc1 (centres undefined)	2
36	0	-0.2	62*	i	1	0	5	-3.0	-0.4	Cn1c(SCC(=O)Nc2ncc(C(F)(F)F)cc2Cl)nnc1-c1ccc(Cl)cc1	0
37	-2	-0.3	-2	i	1	-2	5	-0.2	-0.1	CCNC(=O)CSc1nnc(-c2ccccc2Br)n1-c1cccc(C(F)(F)F)c1	-3
38	-2	-0.1	-2	i	0	-1	1	4.9	3.3	Cc1[nH]c(N)nc(=S)c1CCCNc1ccccc1	4
39	10	-0.2	-2	i	4	0	-5	1.7	0.5	Cc1cc2c(cc1C)C(c1ccccc1Br)CC(=O)N2 (centres undefined)	-4
40	1	0.8	-6	i	6	-3	0	-0.4	1.0	CCN(CC)Cc1cc(NC2=NS(=O)(=O)c3ccccc32)ccc1OC(=O)c1ccccc1	-1
41	4	0.4	-5	i	-1	1	0	-0.6	1.1	O=C(O)Cn1nnnc1SCC(=O)Nc1ccc(OC(F)(F)F)cc1	4
42	-1	-0.4	.	i	0	-2	-5	-0.2	-0.6	CCCNC(=O)C1(C)CCN(C(=O)c2ccc3c(c2)CCO3)C1 (centres undefined)	3
43	3	-0.6	-9	i	-2	2	-6	-2.0	-0.1	CN1CCCC(OC(=O)c2cc(Cl)cc(Cl)c2)C1 (centres undefined)	-3
44	-2	-0.6	-5	i	1	0	-5	-0.1	0.6	COC(=O)C1=NNC2(c3ccc(C)cc3)C(=O)N(c3cccc(C)c3C)C(=O)C12 (centres undefined)	-4
45	1	-0.7	-2	i	-4	-5	-5	-1.2	-0.4	CCCN(CC(=O)Nc1ccc(F)c(F)c1F)Cc1cc(=O)n2ccsc2n1	-3
46	3	-0.1	-11	i	3	-1	1	-0.7	-0.5	CC1CC(C)CN(C(=O)CSc2n[nH]c(N)n2)C1 (centres undefined)	-1
47	4	0.4	0	i	0	3	-4	-0.2	4.2	Cc1c(OCC(=O)NCCCN2CCCC2=O)ccc2c3c(c(=O)oc12)CCC3	-4
48	-2	-0.1	2	i	13	-1	-20	-1.6	-0.7	Cc1cc2nnc(SCC(=O)Nc3cccc(S(=O)(=O)N4CCOCC4)c3)n2c2ccccc12	-3
49	-7	-0.6	-14	i	-1	2	103	-0.8	1.1	COc1cccc(N=Cc2nc(-c3ccccc3)oc2OC(C)=O)c1	-10
50	-1	-0.6	-10	i	-2	-1	3	-0.8	0.5	CC(=O)c1ccc(NC(=O)CCNC(=O)c2ccc(Cl)cc2)cc1	-5
51	-16	-0.3	-10	i	-13	6	-4	-0.9	0.9	O=C(COC(=O)/C=C/c1cccc(F)c1)Nc1cccc(S(=O)(=O)NC2=NCCCCC2)c1	-3

Compound activity from PubChem.
